# COUP-TFII inh = blocks human COUP-TFII nuclear receptor; P24468; HEK293T NGFI-A luciferase reporter, luminescence; inhibition, % at 8.6 µM; 370,000 tested, 0.7% active;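 active = inhibition above a per-plate cutoff, mean inhibition of test wells between control levels plus 3 SD, cut at about 38% in these data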;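 also: cells cotransfected with COUP-TFII expression vector driving the NGFI-A reporter; 0% = median of COUP-TF2 test wells and 100% = reporter-only cells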
# Target sequence (P24468 whole entry, looked up): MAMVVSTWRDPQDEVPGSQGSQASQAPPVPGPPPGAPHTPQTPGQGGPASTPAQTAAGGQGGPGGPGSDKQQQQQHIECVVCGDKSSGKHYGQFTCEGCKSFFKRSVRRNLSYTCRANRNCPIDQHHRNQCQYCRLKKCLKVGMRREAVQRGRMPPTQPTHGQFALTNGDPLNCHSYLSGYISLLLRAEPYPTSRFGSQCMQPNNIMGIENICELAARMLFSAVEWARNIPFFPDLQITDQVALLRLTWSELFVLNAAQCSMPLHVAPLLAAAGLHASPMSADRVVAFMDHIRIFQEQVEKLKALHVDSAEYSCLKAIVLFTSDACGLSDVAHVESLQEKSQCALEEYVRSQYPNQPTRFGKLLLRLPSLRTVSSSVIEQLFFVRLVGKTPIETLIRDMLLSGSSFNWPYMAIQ
# NCOA3 inh = inhibitors of human steroid receptor coactivator 3 (SRC3); Q9Y6Q9; HEK293 GAL4-SRC3 luciferase reporter, luminescence; inhibition, % at 3.6 µM; 360,000 tested, 0.17% active;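 active = inhibition above a per-campaign cutoff, the mean of all compounds plus 3 SD, cut at about 60% in these data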;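 also: 0% = DMSO-treated cells and 100% = gossypol-treated cells at 36 µM; higher means less SRC3-driven luciferase light from the GAL4 reporter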
# Shn3 3UTR inh = reduces Shn3 3'UTR luciferase signal in osteoblasts | Clone20 osteoblast Shn3 3'UTR firefly luciferase, 24 h | inhibition, % at 12.5 µM | 360,000 tested, 0.52% active;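 active = mean inhibition of at least 75% with every replicate also reaching 75%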;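 also: 0% = median of neutral control wells and 100% = pilot-screen positive control compound; some compounds past the cut are filed as inactive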
# LMP1 NFkB inh = inhibitors of Epstein-Barr LMP1-induced NF-kappaB reporter; inhibition, % at 12.5 µM; 350,000 tested, 0.69% active; AID 504558; LMP1-induced NF-kappaB luciferase reporter cells, luminescence; in the data active = inhibition above about 41%;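 also: 0% = neutral control wells and 100% = reference inhibitor control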
# LRH-1 inv ag = suppresses constitutive activity of human LRH-1. HEK293T StAR-luciferase reporter, LRH-1 transfected, 24 h. inhibition, % at 3.6 µM. 360,000 tested, 0.13% active. AID 602396;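 active = inhibition above the mean inhibition of all tested compounds plus 3 SD, cut at about 73% in these data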;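 also: 0% = DMSO wells and 100% = reporter-only cells lacking LRH-1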
# Target sequence (O00482 whole entry, looked up): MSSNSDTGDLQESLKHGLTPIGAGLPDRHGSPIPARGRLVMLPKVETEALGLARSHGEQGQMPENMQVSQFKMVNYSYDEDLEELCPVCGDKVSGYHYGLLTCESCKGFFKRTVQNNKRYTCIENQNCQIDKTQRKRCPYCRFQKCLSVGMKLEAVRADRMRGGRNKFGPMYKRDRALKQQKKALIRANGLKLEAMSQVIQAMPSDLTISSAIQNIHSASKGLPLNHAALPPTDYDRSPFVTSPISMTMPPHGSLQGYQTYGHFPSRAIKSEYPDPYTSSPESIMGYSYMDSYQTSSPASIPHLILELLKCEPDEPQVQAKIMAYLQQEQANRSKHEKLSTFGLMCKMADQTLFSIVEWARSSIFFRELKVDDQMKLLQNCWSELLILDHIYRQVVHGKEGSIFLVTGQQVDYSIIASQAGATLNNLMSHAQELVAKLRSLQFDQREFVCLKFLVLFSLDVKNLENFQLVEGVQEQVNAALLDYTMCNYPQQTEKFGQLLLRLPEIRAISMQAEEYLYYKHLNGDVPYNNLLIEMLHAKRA
# CF NFkB inh = inhibitors of cystic fibrosis induced NF-kB; 360,000 tested, 0.86% active; inhibition, % at 5 µM; KKLEB NF-kB-GFP reporter, PAF-induced, GFP fluorescence overnight;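 active = at least 50% inhibition at 5 µM, scaled per plate between neutral and stimulator controls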;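 also: PAF is a Pseudomonas aeruginosa culture filtrate used as stimulus; plate controls were PAF-stimulated DMSO wells for no effect and unstimulated DMSO wells for full effect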
# KKLEB tox = reduces viability of KKLEB cystic fibrosis airway cells; KKLEB CF airway cells viability, ATPlite luminescence, overnight; active compounds read low; cells stimulated with P. aeruginosa culture filtrate; activity change (cytotoxicity), % at 5 µM; 360,000 tested, 0.36% active; AID 602141;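 active = corrected activity change at or below -50% at 5 µM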
# TWEAK Fn14 block = blocks TWEAK-Fn14 interaction in a reporter cell assay. TWEAK-stimulated Fn14 reporter cells, luciferase luminescence, 8 h. inhibition, % at 10 µM. 360,000 tested, 2% active. AID 1159606; in the data active = inhibition above about 50%
# TROY signal inh = inhibitors of TROY-dependent NF-kB signaling; AID 1347056; 360,000 tested, 0.98% active; inhibition, % at 10 µM; Q293 LMP1-TROYcd NF-kB luciferase reporter, 4 h;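 active = compounds whose plate-normalised and pattern-corrected inhibition of the luciferase reporter signal at the single screening dose is 50% or more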
# C8 TRAIL sens = caspase-8 TRAIL sensitization; NB7+C8 cells + TRAIL, ATPlite viability luminescence; inhibition (viability loss, TRAIL sensitization), % at 10 µM; 360,000 tested, 1% active;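 active = compounds causing at least 50% loss of cell viability in the single-dose screen, relative to plate controls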
# NCOA1 inh = inhibitors of human steroid receptor coactivator 1 (SRC1). inhibition, % at 3.6 µM. HEK293 GAL4-SRC1 luciferase reporter, luminescence. Q15788. 360,000 tested, 0.12% active;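 active = inhibition above the campaign mean plus 3 SD, with each screening campaign given its own cutoff, cut at about 60% in these data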;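 also: 0% = DMSO treated cells and 100% = gossypol at 36 µM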
# * marks the source's active call; other numbers are inactive results; . = no result given.
SMILES,COUP-TFII inh,NCOA3 inh,Shn3 3UTR inh,LMP1 NFkB inh,LRH-1 inv ag,CF NFkB inh,KKLEB tox,TWEAK Fn14 block,TROY signal inh,C8 TRAIL sens,NCOA1 inh
O=C(Cn1cncn1)c1ccc(Cl)cc1,3.3,14.2,-1.3,-5.5,-11.2,-18.6,1.8,12.6,-22.4,-0.1,-2.8
O=S(=O)(c1ccc(F)cc1)N1CCCC(CO)C1 (stereo not given),-3.2,11.3,-6.7,-12.9,15.2,-2.3,4.7,22.0,4.0,-9.4,12.5
CC1=C(C(=O)OCCCBr)C(c2ccc3c(c2)OCO3)NC(=O)N1 (stereo not given),.,0.8,-18.5,3.7,16.8,15.6,-0.3,-0.3,12.0,-12.0,18.8
COc1cc2c(cc1OC)CN(Cc1ccc(C)cc1)CC2,-1.0,-7.6,14.8,8.7,6.0,-2.6,6.9,-2.8,9.8,-13.4,8.6
CCOC(=O)c1ccc(NC(=O)C(CC)CC)cc1,-24.9,-60.1,-17.3,-13.8,-45.3,0.0,-8.2,-12.6,-39.5,-0.6,-29.1
O=C(NCc1cccc(C(F)(F)F)c1)c1ccc2sc(C3=C[C@@H](O)[C@@H](O)[C@@H](CO)O3)nc2c1,.,-16.4,0.2,.,-22.9,-10.2,6.2,8.3,19.6,-9.9,-12.8
CCOc1ccc(Br)cc1C1C(C(=O)OC)=C(N)Oc2cc(N(C)C)ccc21 (stereo not given),3.4,-3.1,13.1,-5.6,-5.1,11.9,-5.4,52.8*,4.7,7.7,-0.4
COc1ccccc1OCc1cc(C(=O)N(C)CCC2CCOCC2)no1,-12.0,-72.6,-25.2,-33.3,-54.5,20.2,-2.6,-37.4,-56.1,0.3,-59.4
COc1cc(NC(=O)c2cc(C)no2)c(OC)cc1Cl,13.5,10.6,4.7,-4.2,15.8,0.1,-4.7,7.8,5.4,6.2,-9.8
CCCCOc1ccc(C(=O)N2CC(C)OC(C)C2)cc1 (stereo not given),-10.3,23.2,15.2,-10.9,13.0,0.6,10.0,18.0,0.2,-2.0,-13.5
COc1cccc(-n2ccn(CC(=O)NCCc3ccccc3)c(=O)c2=O)c1,5.7,7.2,-19.8,-4.6,10.4,-20.1,2.4,0.4,15.9,0.1,12.4
COc1cccc(CNC(=O)c2ccc(NC(=O)C3CCCO3)cc2)c1 (stereo not given),-7.8,15.0,-7.7,9.9,-4.7,8.7,-7.9,-11.7,-8.8,6.1,-8.9
O=C(c1ccc(F)cc1)N1CCC2(CC1)NCCc1[nH]cnc12,5.9,-7.4,-12.6,-4.6,-7.3,-5.5,10.7,12.5,-4.1,-17.3,3.0
CC(C)(C)c1ccc(/C=N/OCC(=O)NCc2ccc(F)cc2)cc1,5.8,32.1,-26.8,1.7,16.6,-3.2,-18.4,-11.3,2.5,16.3,-21.3
CCOc1ccc(NC(=S)NS(=O)(=O)c2cc(Br)ccc2OCC)cc1,4.7,13.8,.,.,9.0,-2.7,2.7,-8.1,7.3,-7.2,-4.5
COCCn1cc(C(=O)c2ccccc2OCC(=O)Nc2cc(C)on2)cc(C#N)c1=O,6.6,9.6,-11.1,-2.2,6.0,1.1,6.0,6.0,17.8,-15.2,-6.1
CCOC(=O)[C@]12CCCC=C1N(Cc1ccco1)C(=O)[C@H](CC(=O)NCCC(C)C)C2,-7.4,.,.,.,-15.8,.,.,1.2,-2.9,-15.3,.
CN(C(=O)COC(=O)CSc1ccccc1)c1c(N)n(Cc2ccccc2)c(=O)[nH]c1=O,-15.4,1.4,-11.2,9.4,10.5,5.1,-3.7,-42.7,12.3,-2.0,-0.8
CCCNC(=O)c1nc(C)n(-c2cc(Cl)ccc2Cl)n1,28.7,14.4,3.5,5.7,-5.8,-10.7,7.1,-29.1,-1.6,-6.4,-4.5
COc1ccccc1/C=N/NC(=S)Nc1cccnc1,-11.4,-4.9,7.0,0.0,-32.2,-17.7,3.8,3.5,-2.8,-1.9,2.6
Cc1cc(-c2ccc(C)c(S(=O)(=O)NCCCN(Cc3ccccc3)C(C)C)c2)on1,-10.5,-0.5,12.2,1.5,12.7,-7.9,9.8,-16.9,-12.0,16.1,6.5
Cc1cc(C)n(-c2ccc(C(=O)OCC(=O)Nc3ccc(S(N)(=O)=O)cc3)cc2)n1,-5.4,-1.8,-14.7,2.3,-13.2,-1.0,12.8,8.4,3.1,-3.2,4.9
COC(=O)c1cn(CCOc2ccc(C)cc2)c2ccccc12,-8.6,6.2,12.1,-3.7,-0.5,6.3,-9.8,-20.0,-5.9,3.5,8.9
CN(C)CCCN1C(=O)c2oc3ccc(F)cc3c(=O)c2C1c1cccnc1 (stereo not given),-6.8,2.0,-19.7,-8.9,-11.6,-6.3,4.8,-5.5,-12.1,-3.1,-28.5
Cn1c(Oc2ccncc2)nc2cc(-c3ccsc3)sc2c1=O,5.2,-11.8,2.3,.,17.5,-24.5,9.4,3.6,-19.6,-8.6,-4.6
# Later entries
SMILES,COUP-TFII inh,NCOA3 inh,Shn3 3UTR inh,LMP1 NFkB inh,LRH-1 inv ag,CF NFkB inh,KKLEB tox,TWEAK Fn14 block,TROY signal inh,C8 TRAIL sens,NCOA1 inh
Cc1ccc(-c2noc(COC(=O)c3ccco3)n2)cc1,-9.8,-28.7,-47.3,-3.3,-33.9,14.5,1.6,-19.6,-25.3,15.3,-38.0
COc1ccccc1OCCNC(=O)c1cc(SC)ccc1Cl,-13.4,7.6,14.3,14.0,-19.4,6.3,0.4,-2.4,6.3,-0.1,-36.3
Cc1noc(C)c1NC(=O)N(C)C[C@H]1Oc2ccc(NC(=O)Nc3ccc4c(c3)OCO4)cc2C(=O)N([C@H](C)CO)C[C@@H]1C,-22.7,1.4,-14.8,-0.3,-26.9,7.7,4.2,1.0,-0.1,8.3,-5.2
O=C(COC(=O)CN1C(=O)c2cccc([N+](=O)[O-])c2C1=O)NC1CCS(=O)(=O)C1 (stereo not given),-14.0,6.0,1.7,-2.3,-0.7,5.6,7.9,-7.8,8.2,-23.3,-13.2
CC(SCc1ccccc1)C(=O)N/N=C/c1cc2c(cc1Br)OCO2 (stereo not given),6.0,-24.2,-5.4,-1.3,3.9,-6.9,9.3,1.4,24.4,3.2,2.3
C/C(=N\O)C(C)(C)Nc1ccc(Br)cc1,3.5,18.3,2.0,-6.6,-3.2,10.1,-9.4,13.7,-13.1,-10.3,7.6
COc1ccccc1N1CCN(Cc2ccc(C(=O)O)cc2)CC1,-18.0,-0.8,1.6,-2.2,-3.3,23.0,-4.6,-3.3,12.1,-9.0,-3.7
O=S(=O)(N/N=C/c1cccc(OC2CSC2)c1)c1ccccc1,18.4,21.4,-4.2,-4.5,-20.0,-13.4,17.1,0.3,11.7,-32.7,-52.0
Cc1noc(C)c1C(=O)Nc1ccc(F)cc1F,-17.9,-5.5,-1.6,0.6,9.7,-7.0,8.8,3.4,7.8,-2.6,0.8
CSCCCN1CCCC(CO)(Cc2ccc(F)cc2)C1 (stereo not given),-27.9,-2.0,8.3,7.8,-1.1,8.0,-5.5,14.5,4.5,-27.1,7.9
COc1ccc(CNS(=O)(=O)c2ccc(C3CNC(=O)C3)cc2)cc1 (stereo not given),9.7,17.5,10.5,-2.8,7.2,-17.5,-0.2,-10.8,9.2,6.9,10.1
CC(C)(C)N(Cc1ccccc1)C(=O)CSc1ncn[nH]1,-6.6,13.9,16.3,2.8,19.1,2.0,7.4,-4.2,5.7,-10.7,2.1
N/C(=N\OS(=O)(=O)c1ccc(Cl)cc1)c1cccnc1,10.7,16.3,12.0,9.8,1.8,1.5,5.4,-17.2,-16.1,-6.8,-11.2
Cn1c(CNC2CCCCC2)c(C#N)c2ccccc21,-5.4,-0.4,-17.4,-10.9,-13.7,7.1,-9.6,5.9,-20.0,-0.9,-15.2
Cc1ccc(C)c(NC(=O)CN(C)C(=O)Cc2coc3cc(C)c(C)cc23)c1,.,9.6,14.1,-14.3,-8.7,17.4,-2.0,-7.8,-13.9,1.4,-30.0
COc1cccc(C2=CC(=O)CC(C)(C)C2)n1,13.7,21.8,11.5,6.3,54.5,27.9,26.6,42.4,13.3,16.6,15.7
CCc1nc(SCC(=O)Nc2ccccc2C)n[nH]1,-2.3,-10.1,-30.0,5.5,1.9,-11.5,9.9,-0.1,-4.8,0.3,4.0
CCN(CC(=O)NCc1ccc(Cl)cc1)S(=O)(=O)c1ccc(F)cc1,8.9,-43.3,2.6,-3.9,-2.9,12.4,-7.8,3.0,1.3,-8.9,-9.9
COc1ccc(S(=O)(=O)N(CC(=O)NCCCN(C)C)c2ccc(C)cc2)cc1OC,0.5,8.1,17.3,-0.9,2.7,-15.7,1.4,5.2,-2.8,-13.8,-6.8
CCOC(=O)c1c(C)c(C(=O)NCc2ccc(OC)cc2)c(C)n1C,-4.5,4.3,19.8,-3.8,7.5,-1.6,13.8,23.2,4.7,5.2,-16.7
CCOC=C1C(=O)N(C(C)=O)c2cc(OC)c(OC)cc21,6.6,7.7,4.6,0.4,3.8,-31.5,16.8,1.9,2.1,9.5,11.5
O=C(CN(Cc1ccccc1)S(=O)(=O)c1ccccc1)NC1CC1,17.9,-2.4,14.3,-4.6,11.9,-7.6,-6.7,0.5,-4.6,-8.9,-4.0
COc1cc(CNCCN(C)C)c(Br)cc1OC1CCCC1,-6.2,15.0,9.8,-11.0,17.9,-7.2,-4.1,-0.5,9.7,11.9,-7.4
CN(C(=O)CSC1=NCCS1)c1ccccc1,-13.2,10.0,4.2,1.5,6.5,-0.9,-0.1,13.1,17.1,-1.7,-17.6
COc1ccc2oc(=O)c(C(=O)NC(C)c3ccccc3)cc2c1 (stereo not given),1.7,-11.8,-6.8,-1.2,4.6,-21.2,5.7,5.3,-14.0,1.7,-1.6
O=C(Nc1ccc(Cl)c(Cl)c1)c1csc(-c2ccccc2)n1,-17.0,15.2,-24.4,10.0,19.6,-12.2,11.5,-10.3,-44.9,5.8,3.5
CC(C)C(NC(=O)c1ccccc1F)C(=O)OCC(=O)c1ccc(F)cc1 (stereo not given),-4.5,-27.6,2.0,-1.0,-7.9,-1.0,-3.8,-14.5,-43.7,0.2,-22.5
CC(=O)NC(C)(c1ccccc1)c1nc(-c2cnc3ccccc3c2)cs1 (stereo not given),3.9,-26.8,-6.6,.,-21.6,-24.8,-0.9,0.4,-34.2,6.0,-3.5
CCC1C/C(=C/c2cccs2)C(=O)/C(=C/c2cccs2)C1 (stereo not given),9.7,-11.3,-4.3,-19.4,-12.6,-5.5,-3.8,7.5,13.9,11.4,-13.7
C=C(CN(C)C)C(=O)c1cc(C)ccc1C,-2.3,15.1,94.9*,-6.0,12.3,30.2,0.1,42.1,-7.8,6.2,10.0

# Reformatted with two lines to a compound: part of the list above
# Values run as follows: COUP-TFII inh, NCOA3 inh, Shn3 3UTR inh, LMP1 NFkB inh, LRH-1 inv ag, CF NFkB inh, KKLEB tox, TWEAK Fn14 block, TROY signal inh, C8 TRAIL sens, NCOA1 inh
COc1ccc(S(=O)(=O)N(CC(=O)NCCCN(C)C)c2ccc(C)cc2)cc1OC
→ 0.5, 8.1, 17.3, -0.9, 2.7, -15.7, 1.4, 5.2, -2.8, -13.8, -6.8
CCOC(=O)c1c(C)c(C(=O)NCc2ccc(OC)cc2)c(C)n1C
→ -4.5, 4.3, 19.8, -3.8, 7.5, -1.6, 13.8, 23.2, 4.7, 5.2, -16.7

# Screening results (PubChem BioAssay)

# An excerpt; count on the stated rates, not on these rows.
